High-throughput results from PubChem.
TEAD-YAP inh: TEAD-YAP interaction inhibition. AID 1259422. 640,000 tested, 1.4% active. HEK-TIYL cells, TEAD-Gal4/YAP UAS-luciferase luminescence. inhibition, % at 9.12 µM; in the data active = inhibition above about 32%;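 note: 0% = median of test compound wells and 100% = reference inhibitor wells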
FBW7 activator: activators of human E3 ligase FBW7; normalized activity (activation), % at 26.1 µM; 650,000 tested, 0.13% active; AlphaScreen FBW7–phospho-cyclin E peptide binding, activator screen; Q969H0; in the data active = normalized activity above about 1.9%;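 note: purified mutant Fbw7 with reduced substrate affinity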
MITF primary: inhibitors of human MITF; inhibition, % at 2.6 µM; 650,000 tested, 0.91% active; AlphaScreen MITF homodimerization, bead proximity signal; O75030; in the data active = inhibition above about 50%;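 note: 0% = vehicle wells with protein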
GPR151 activ: activates the human receptor GPR151; Q8TDV0; PathHunter beta-arrestin GPR151 cells, luminescence; activation, % at 11.2 µM; 650,000 tested, 1% active; AID 1508602; in the data active = activation above about 4.9%;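 note: 0% = median of compound wells and 100% = cells with positive control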
Target sequence (Q8TDV0 whole entry, looked up): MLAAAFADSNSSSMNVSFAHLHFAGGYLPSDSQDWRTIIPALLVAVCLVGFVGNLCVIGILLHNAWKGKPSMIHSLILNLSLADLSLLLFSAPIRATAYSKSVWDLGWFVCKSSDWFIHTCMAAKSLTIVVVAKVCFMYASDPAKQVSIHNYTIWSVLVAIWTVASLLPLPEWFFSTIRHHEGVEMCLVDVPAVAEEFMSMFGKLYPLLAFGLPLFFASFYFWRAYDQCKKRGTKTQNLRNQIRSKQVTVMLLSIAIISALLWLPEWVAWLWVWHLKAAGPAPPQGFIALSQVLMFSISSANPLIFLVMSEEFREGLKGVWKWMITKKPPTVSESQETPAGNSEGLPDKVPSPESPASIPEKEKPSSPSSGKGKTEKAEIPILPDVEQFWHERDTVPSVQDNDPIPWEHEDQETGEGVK
* marks the source's active call; other numbers are inactive results; & = joins results of further samples; ! = repeats disagree.

SMILES	TEAD-YAP inh	FBW7 activator	MITF primary	GPR151 activ
Cc1cnc(CNc2ncc(-c3ccc(F)cc3)cn2)cn1	-17.3	0.0	-4.3	1.1
N#Cc1ccc(-c2ccccc2)nc1SCC(=O)O	2.4	0.0	7.4	-0.5
O=C(N/N=C/c1cccc(Cl)c1Cl)C(=O)Nc1ccccc1F	-1.8	-0.1	-18.5	-0.7
CCOC(=O)C(C)Oc1cc2oc(=O)c3c(c2cc1Cl)CCCC3 (centres undefined)	-5.6	0.1	2.5	-0.1
COc1ccc(NC(=O)CN2CCCC2)cc1	0.4	0.1	6.6	0.7
Cc1cccc(C(=O)Nc2c3c(nn2-c2ccccc2C)CSC3)c1	4.6	-0.1	7.1	0.9
CCCCn1c(=NC(=O)c2ccccc2[N+](=O)[O-])c(C(=O)OCC)cc2c(=O)n3ccccc3nc21	0.8	1.0	4.8	-0.8
CC(C)=CCCC1=CCC2C(=O)NNC(=O)C2C1 (centres undefined)	0.2	0.0	14.5	-0.1
O=c1[nH]c(C(F)(F)F)nc2c1cnn2-c1ccccc1	6.5	-0.1	-5.4	-1.1
COC(=O)c1ccc(COc2cc3oc(=O)c4c(c3cc2Cl)CCCC4)cc1	-7.7	0.0	-1.4	0.4
CCCCNc1c(C(=O)OCC)c(C)nc2c1cnn2CC	-12.9	0.4&0.1&-0.2	13.2&-5.0&-9.6	0.7&1.2&-0.9
O=c1[nH]c2ccc(S(=O)(=O)Nc3ccc(Br)cc3)cc2s1	-1.5	0.0	-1.7	0.5
c1ccc(Cc2nc(NCCCN3CCOCC3)c3c4c(sc3n2)CCCC4)cc1	0.6	0.0	-2.2	0.0
Cc1ccccc1C(=O)NCc1ccncc1	-5.8	0.0	-7.6	0.0
CC1CN(C2=NC(=O)/C(=C/c3ccccc3Br)S2)CC(C)O1 (centres undefined)	-4.5	-0.1	1.1	0.8
CCCOc1ccc(/C(O)=C2\C(=O)C(=O)N(c3nc(C)c(C(=O)OC)s3)C2c2ccc(C)cc2)c(C)c1 (centres undefined)	-2.1	0.2	27.2	0.8
Cc1sc2ncn(CC(=O)N3CCN(c4ccc(F)cc4)CC3)c(=O)c2c1S(=O)(=O)N1CCOCC1	-6.8	0.1	25.9	-0.9
COc1ccc(CNc2ccc3ncc(-c4ccoc4)n3n2)cc1	10.9	0.2	-11.3	0.6
N#Cc1c(N)n(C2CCCC2)c2nc3ccccc3nc12	-4.7	-0.2	-3.1	1.0
Cc1ccc(CCN2CC(C(=O)NCCN3CCOCC3)CC2=O)cc1 (centres undefined)	-6.8	-0.1	-4.0	-1.0
COc1ccccc1C(=O)N/C(=C\c1ccc(Br)cc1)C(=O)NCCC(=O)O	-7.7	0.0	8.0	0.2
COc1ccc(CN(CCN(C)C)Cc2ccccc2)c(OC)c1	-4.8	0.2	49.6	-0.4
CN(C)c1ccc(/C=C2/C(=N)N3C(=NC2=O)SN=C3S(C)(=O)=O)cc1	3.8	-0.1	3.5	0.4
CCN(CCO)C(=O)CC1(c2ccc(OC)cc2)CC(=O)N(C2CC2)C1=O (centres undefined)	3.4	0.2	8.9	2.0
O=C(CSCc1c(F)cccc1Cl)NC1CC1	4.0	0.7	4.4	-0.4

Remaining list, next part:
SMILES	TEAD-YAP inh	FBW7 activator	MITF primary	GPR151 activ
COCCNc1nc2ccccn2c(=O)c1/C=C1\SC(=S)NC1=O	2.0&0.3	-0.1&0.0	-4.9&-7.4	5.0*!
CC(C)C[C@H]1NC(=O)[C@@H]2C[C@H](NC(=O)Nc3cc(Cl)ccc3Cl)CN2C1=O	7.7	0.1	10.3	0.1
Cc1c(Cl)ccc2sc(N3CCN(C(=O)c4cc(=O)c5ccccc5o4)CC3)nc12	-6.5	-0.1	0.8	-0.6
O=C(Cc1ccc(F)cc1)N1CCn2c(nnc2C2CC2)C1	-1.4	-0.2	-0.6	0.0
CN1CCC(N(C)Cc2ccc(C(=O)NC3C4CC5CC(C4)CC3C5)c(=O)[nH]2)CC1 (centres undefined)	-0.5	-0.2	-9.0	-0.8
CC(=O)Nc1ccc(NC(=O)C2=Cc3sc(C)c(C)c3CS2)cc1	-39.1	0.0	-3.6	0.1
C/C(=N\NC(=O)c1ccccn1)c1cc([N+](=O)[O-])cc(Br)c1O	-50.2	-0.3	16.7	-0.5
CC(C)[C@H](Cn1nc(C2CC2)ccc1=O)NC(=O)Cc1cccs1	5.6	0.0	-4.4	0.2
CC(C)Nc1nc(NC(C)C)nc(OCC(Cl)(Cl)Cl)n1	4.4	-0.1	-1.6	0.2
COc1cccc2cc(C(=O)Nc3ccccc3)c(=Nc3ccc(C#N)cc3)oc12	-43.6	-0.1	12.7	-0.1
CCOC(=O)c1c(N2C(=O)CC(Sc3ccccc3C(=O)O)C2=O)sc2c1CCCC2 (centres undefined)	4.7	0.1	14.2	-0.4
CCN(CC)C(=O)C1CCCN(c2cc(NC3CC3)ncn2)C1 (centres undefined)	-17.7	-0.1	3.1	-1.2
COc1ccc(C(=O)Nc2ccc3c(c2)C(=O)NC3=O)cc1OC	3.7	0.1	5.0	-1.0
CCOC(=O)C1(CCCc2ccccc2)CCN(C(=O)c2c(C)nc3ncccn23)CC1	-0.8	-0.1	-4.5	2.4
COc1ccc(C(=O)OCN2C(=O)c3ccccc3C2=O)cc1	1.2	0.6	15.4	-1.2
Cc1cc(-c2nc(-c3ccc(Cl)cc3)no2)ccc1[N+](=O)[O-]	-9.2	-0.1	-4.3	1.5
N#Cc1c(N2CCCCC2)ncc2cc3ccccc3nc12	-32.4	0.8	16.5	0.8
O=C(CCc1cn(Cc2ccc(F)cc2)c2ccccc12)NCCN1CCOCC1	-10.6	0.0	-8.3	0.0
CCCNc1nc(-c2ccccc2)nc2c1ncn2-c1ccccc1	2.1	0.0	4.1	-0.9
CCOc1ccc(C2C(C#N)=C(N)N(c3ccc(Br)cn3)C3=C2C(=O)CC(C)(C)C3)cc1 (centres undefined)	6.0	0.4	18.5	0.9
O=C(Cc1cccs1)NC1(C(=O)NC2CCCCC2)CCCCC1	-14.8	0.4	-5.8	-1.1
O=C(Cc1cccs1)N1CCN(c2ccccc2F)CC1	-3.8	0.0	-0.1	0.8
CC1=C(C(=O)Nc2cccc(Cl)c2)C(c2ccc(Cl)cc2)NC(=O)N1 (centres undefined)	-6.6	0.4	15.1	1.6
CCN(C(=O)Cn1cc(C=O)c2ccccc21)c1cccc(C)c1	3.7	0.0	-11.0	1.2
CCOC(=O)N1CCN(CC(c2ccccc2)c2ccccc2)CC1	-0.5	1.0	41.9	-1.9
